Bioassay records: PubChem, several laboratories
NALP1 inh = NALP1 inflammasome inhibitors in reconstituted yeast, colorimetric, S. cerevisiae, triplicate retest; S. cerevisiae NALP1/ASC/caspase-1 growth, X-gal OD620, 72 h; inhibition, % at 10 µM; 280,000 tested, 0.61% active; AID 2071, 2009; in the data active = inhibition mostly above about 24%, no sharp cut-off; inactive = mostly below about 32%; note: some compounds called inactive have numbers as strong as hits
pCIP destab = p/CIP-EGFP fusion destabilizers, primary screen, fluorescence, F442A cells | 16 h | decrease of EGFP signal, % at 10 µM | 290,000 tested, 0.01% active;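 active = EGFP signal decrease of at least 30% at 10 µM or well 3 SD below plate mean, unless failing retest; inactive = the rest, including hits failing retest or dose response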; note: some compounds called inactive have numbers as strong as hits; many of its hits are not listed in these tables
PHOSPHO1 block = PubChem AID 1565. inhibition, % at 13.3 µM. recombinant PHOSPHO1, absorbance phosphatase assay. Phosphoethanolamine/phosphocholine phosphatase (Homo sapiens), Q8TCT1. 290,000 tested, 1.1% active; in the data active = inhibition above about 60%
Target sequence (Q8TCT1 whole entry, looked up): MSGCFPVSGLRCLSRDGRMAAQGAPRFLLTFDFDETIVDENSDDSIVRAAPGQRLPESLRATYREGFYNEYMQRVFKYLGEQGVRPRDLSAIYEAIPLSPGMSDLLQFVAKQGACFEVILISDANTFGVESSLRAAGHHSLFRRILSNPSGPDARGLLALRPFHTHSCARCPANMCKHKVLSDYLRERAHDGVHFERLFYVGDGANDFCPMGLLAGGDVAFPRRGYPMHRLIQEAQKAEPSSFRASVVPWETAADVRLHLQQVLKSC
VIM-2 inhibitor = VIM-2 metallo-beta-lactamase inhibitors, primary screen, biochemical, epi-absorbance readout, Pseudomonas aeruginosa enzyme; inhibition, % at 5.6 µM; 290,000 tested, 0.89% active; purified VIM-2, nitrocefin hydrolysis, epi-absorbance fluorescence;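 active = inhibition above the mean of all tested compounds plus 3 SD, cutoff set per screening run, cut at about 7.5% in these data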;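 note: red hydrolysis product quenches plate fluorescence so inhibitors raise well fluorescence; 0% = enzyme with DMSO and 100% = DMSO without enzyme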
IDE cell activ = human IDE activators in live cells, primary screen, fluorescence polarization, HEK cells, FAbeta-B substrate | Insulin-degrading enzyme (Homo sapiens), P14735 | FAbeta-B cleavage; 0% vehicle, 100% cell-free pure enzyme wells | activation, % at 5.96 µM | 340,000 tested, 0.073% active | AID 493087, 2011;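 active = activation above the mean of all tested compounds plus 3 SD, set per screening campaign, cut at about 17% in these data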
GPR7 antag = GPR7 receptor antagonists, primary screen, cell-based, fluorescence, single concentration. inhibition, % at 4.4 µM. 290,000 tested, 1.1% active. GPR7-expressing cells, fluorescence antagonist assay; in the data active = inhibition above about 16%, passing the limit was not always enough;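 note: cells stimulated with the agonist NPW; 0% = agonist with vehicle and 100% = vehicle without agonist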
Target sequence (P48145 whole entry, looked up): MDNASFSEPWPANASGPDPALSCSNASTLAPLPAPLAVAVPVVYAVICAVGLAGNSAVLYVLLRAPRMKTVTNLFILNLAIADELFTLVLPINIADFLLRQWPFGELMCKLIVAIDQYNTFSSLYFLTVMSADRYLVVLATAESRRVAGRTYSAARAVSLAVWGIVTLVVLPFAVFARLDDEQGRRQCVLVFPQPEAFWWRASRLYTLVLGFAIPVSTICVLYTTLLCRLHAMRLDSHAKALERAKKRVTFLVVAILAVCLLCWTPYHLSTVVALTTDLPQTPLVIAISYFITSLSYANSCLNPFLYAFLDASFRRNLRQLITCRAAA
M18AAP inhibitor = PfM18AAP inhibitors, malaria aminopeptidase, primary screen, biochemical, QFRET, recombinant enzyme. H-Glu-NHMec fluorogenic cleavage. AID 1822, 2009. M18 aspartyl aminopeptidase (Plasmodium falciparum 3D7). 290,000 tested, 1.2% active. inhibition, % at 7.35 µM;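 active = inhibition above the campaign mean inhibition over all tested compounds plus 3 SD, cut at about 28% in these data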;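 note: 0% = plate median of test compound wells and 100% = 2 mM ZnCl2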
IDE cell inh = human IDE inhibitors in live cells, primary screen, fluorescence polarization, HEK cells, FAbetaB substrate; 320,000 tested, 0.41% active; inhibition, % at 5.59 µM; Insulin-degrading enzyme (Homo sapiens), P14735; FAbetaB cleavage; AID 434962, 2010;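 active = percent inhibition above the average of all tested compounds plus 3 SD, set per screening campaign, cut at about 16% in these data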;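 note: IDE supplied by intact live HEK cells; FP after avidin binding of uncleaved biotin substrate so inhibition keeps polarization high; 0% = DMSO wells and 100% = 60 µM reference IDE inhibitor Ii1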
IMP-1 inhibitor = IMP-1 metallo-beta-lactamase inhibitors, primary screen, biochemical, epi-absorbance readout, Pseudomonas aeruginosa enzyme; metallo-beta-lactamase IMP-1 (Pseudomonas aeruginosa); purified IMP-1, nitrocefin hydrolysis, epi-absorbance fluorescence; inhibition, % at 5.6 µM; 290,000 tested, 0.45% active;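 active = inhibition above the mean plus 3 SD of all compounds in the same screening run, cut at about 4.5% in these data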;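 note: 0% = IMP-1 with DMSO and 100% = DMSO wells lacking enzyme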
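Test system: recombinant IMP-1 enzyme, purified / Medium: HEPES buffer pH 7.1 with ZnSO4 and Brij 35 / Doses: single dose, 5.6 µM / Times: 25 °C, 15 min preincubation, 25 min reaction / Detection: Epi-absorbance via hydrolysed-nitrocefin quenching of white-plate fluorescence, 480/530 nm, EDTA stop / Evaluation: percent inhibition from optical density relative to buffer-blank wells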
Starred values were filed as active, the others as inactive; nt = not tested or not shown.

Below each compound: NALP1 inh | pCIP destab | PHOSPHO1 block | VIM-2 inhibitor | IDE cell activ | GPR7 antag | M18AAP inhibitor | IDE cell inh | IMP-1 inhibitor
1. CCN(CC)CCCNC(=O)CSc1nc(-c2cccs2)cc(C(F)(F)F)n1
→ 9 | -8 | 39 | -2.6 | 5 | -6 | 2 | 3 | -3.2
2. Cc1ccc(C)c(/C=C2\N=C(c3ccccc3F)OC2=O)c1
→ 16 | -9 | 19 | 0.7 | -1 | -13 | -12 | 1 | 1.0
3. CCn1c(SCC(=O)Nc2ccc3c(c2)OCCO3)nnc1-c1cccnc1
→ 28 | -15 | 20 | -0.1 | 2 | -5 | -9 | 6 | -0.5
4. NC1=NC2=C(CCCC2)C2(CCCCC2)S1
→ 7 | -14 | -7 | -2.1 | 4 | 3 | -3 | 4 | -2.0
5. O=c1cc(CS(=O)(=O)c2ccccc2)nc(-c2ccncc2)[nH]1
→ 2 | 3 | 20 | -1.9 | 2 | -6 | 3 | 0 | -1.0
6. Cc1ccc(CNC(=O)c2cc3c(=O)n(C)c4ccccc4c3n2C)o1
→ 3 | -26 | 6 | 6.3 | 6 | -15 | -8 | 2 | -2.0
7. CSc1ccccc1OCc1cc(C(=O)N(C)Cc2ccncn2)no1
→ 14 | 7 | 32 | -2.3 | -3 | -8 | -8 | -1 | -3.0
8. COCCNC(=O)Cn1cc(/C=N/NC(=O)c2ccc(Oc3ccc(O)cc3)cc2)c2ccccc21
→ 14 | -13 | 22 | -3.0 | -1 | 6 | -4 | -4 | -2.1
9. CCCc1ncc(C(=O)c2ccc(OC)cc2)n1C
→ 0 | 6 | -4 | -2.5 | 6 | -2 | 7 | 2 | -2.6
10. COc1ccc(C(=O)NCC(=O)n2nc(C)cc2C)cc1OC
→ 1 | 3 | -4 | -4.0 | 4 | -11 | -7 | 0 | -0.4
11. O=C(NC(=S)NC1CCSC1=O)c1cccs1 (configuration not stated)
→ -8 | 0 | -6 | -2.2 | 1 | -8 | -17 | -4 | -3.7
12. C=CCn1c(CC(=O)Nc2ccc(C)cc2C)nnc1SCC(=O)N1CCOCC1
→ 10 | -14 | 3 | -1.6 | 1 | -13 | -16 | 4 | -2.8
13. COC(C(=O)Nc1ccc(S(=O)(=O)Nc2ccc(C)c(C)c2)cc1)c1ccccc1 (configuration not stated)
→ -1 | -3 | -1 | -4.9 | -1 | -1 | 0 | -2 | -1.1
14. NC(=O)C1(N2CCCCC2)CCN(Cc2ccc(Br)cc2)CC1
→ 14 | -4 | 40 | -2.7 | 3 | -16 | -4 | 1 | -5.3
15. CC1CCN(C(=O)CN(c2cccc(F)c2)S(C)(=O)=O)CC1
→ -21 | -8 | 5 | -6.6 | 3 | -10 | -2 | 7 | -1.6
16. CCc1cc2c(cc(C(=O)O)n2C)s1
→ 12 | -13 | 19 | -1.1 | 5 | -5 | 12 | -2 | -0.6
17. O=C(Nc1ncc2c(n1)-c1ccccc1OC2)c1ccc(Cl)cc1Cl
→ 8 | -11 | 35 | -2.8 | 4 | -1 | -1 | 3 | -1.7
18. CC(C)n1c(SCC(=O)Nc2ccc3c(c2)OCO3)nc2c1c(=O)n(C)c(=O)n2C
→ -2 | 0 | 11 | -1.3 | -9 | -14 | -2 | 4 | -2.6
19. CCOC(=O)CSc1nnc(-c2ccc(OC)cc2OC)o1
→ 18 | -4 | -18 | -2.5 | 3 | 21 | -2 | 1 | -1.3
20. Cc1nc(C#N)c(N/N=C/c2c(F)cccc2Cl)o1
→ 23 | 3 | -1 | -5.0 | 4 | -4 | 10 | 0 | -3.3
21. COCCn1c(SCCCc2ccccc2)nc2c1c(=O)[nH]c(=O)n2C
→ 12 | -12 | -4 | -1.9 | 2 | -7 | 2 | -1 | -2.2
22. O=C(COC(=O)/C=C/c1cccs1)Nc1cccc(S(=O)(=O)N2CCOCC2)c1
→ -9 | 0 | 36 | -4.0 | -1 | -10 | 1 | 1 | -1.0
23. CCOC(=O)C(C)Oc1ccc2c(C)cc(=O)oc2c1C(C)=O (configuration not stated)
→ 17 | 11 | 4 | -3.0 | 2 | -18 | -7 | -4 | -7.2
24. CCc1nnc(NC(=O)c2ccc(S(=O)(=O)NC3CCCCC3)cc2)s1
→ 31 | -1 | 7 | -2.3 | 1 | -4 | -1 | 4 | 0.8
25. N=c1c(C(=O)NC2CCCCC2)cc2c(=O)n3ccccc3nc2n1Cc1cccnc1
→ -12 | -15 | 30 | 8.2* | 4 | 2 | 0 | 4 | -1.9
26. CCOC(=O)[C@@H]1[C@H]2COc3cc(OC)ccc3[C@@H]2N2C(=O)N(c3ccc(OC)cc3)C(=O)[C@]12C
→ 13 | -3 | 15 | -1.5 | 3 | -5 | 0 | -6 | 0.1
27. Cc1cc(C(=O)N/N=C/c2ccc(C)o2)c2ccccc2n1
→ 29 | -10 | 3 | -5.7 | -3 | 2 | -1 | 5 | -3.1
28. NC(=O)C1CCN(C(=O)C23CC4CC(CC(C4)C2)C3)CC1
→ 5 | -2 | 6 | -2.3 | 2 | -2 | -9 | 4 | -3.2
29. O=C(NCc1ccncc1)C(=O)NCC1OCCN1S(=O)(=O)c1ccc(Br)cc1 (configuration not stated)
→ 8 | -9 | 10 | -0.9 | 1 | -3 | 0 | 3 | -1.1
30. COC(=O)n1c(=O)oc2cc(S(=O)(=O)N3CCOCC3)ccc21
→ -5 | -14 | 7 | -1.6 | 1 | -15 | -9 | 6 | -2.3
31. O=C(CSCc1cc(=O)[nH][nH]1)Nc1ccc(F)cc1
→ 5 | -6 | -21 | 0.9 | 7 | 8 | 19 | -2 | -1.8
32. CC(=O)c1cccc(N(C(=O)c2ccco2)C(C(=O)NC2CCCC2)c2cccs2)c1 (configuration not stated)
→ 2 | 0 | 32 | -2.5 | -4 | -5 | -1 | 4 | -4.2
33. O=[N+]([O-])c1ccc(S(=O)(=O)CC(CN2CCCCC2)N2CCCCC2)cc1 (configuration not stated)
→ 14 | -5 | -6 | 1.2 | -2 | 9 | -9 | -3 | 1.5
34. COCCCn1c(=O)c2ccccc2n(CC(=O)NC2CCCCC2)c1=O
→ 15 | -7 | -38 | -2.1 | 0 | -10 | -1 | -1 | -5.2
35. COc1cccc(CN2CCNC(=O)C2CC(=O)NC2CCCCCCC2)c1 (configuration not stated)
→ 25 | 9 | 40 | -1.1 | 6 | 19 | 10 | -4 | 0.1
36. CC(=O)/C(=C\N(C)C)Sc1ccc(C)cc1
→ nt | -14 | 46 | -3.3 | nt | -11 | 1 | 1 | -3.0
37. COCCNc1ncnc2c1cnn2Cc1ccc(Cl)cc1
→ -3 | 1 | 24 | -3.3 | 0 | -3 | -2 | -1 | -2.1
38. O=C(NCc1ccccc1)c1cc[n+]([O-])cc1
→ 13 | -2 | 32 | -1.2 | 4 | -3 | 1 | 1 | -2.7
39. O=C(COc1ccc(Cl)cc1[N+](=O)[O-])NC1CCCCC1
→ 6 | 0 | -44 | -1.5 | 4 | -10 | 3 | 2 | -1.1
40. COc1ccc(C2Nc3ccccc3C(=O)N2NS(C)(=O)=O)c(OC)c1 (configuration not stated)
→ 11 | -13 | 22 | -3.6 | 1 | 6 | -4 | -1 | -3.1
41. O=C(CSc1ncccn1)NCc1cccs1
→ -14 | -2 | 15 | -3.2 | -1 | -1 | -4 | 0 | -1.9
42. CCOc1ccc(-n2nc3c(-n4ncc(C#N)c4N)nnc(C)c3c2C)cc1
→ nt | nt | nt | -3.1 | nt | -3 | -13 | nt | -3.2
43. Clc1ccc(OCCn2c(-c3ccco3)nc3ccccc32)cc1
→ 0 | 5 | 11 | -0.2 | 5 | 9 | 3 | 3 | -3.6
44. OCc1ccnc(Cl)c1
→ 25 | -14 | 8 | -2.5 | 10 | -8 | 4 | 2 | -3.6
45. O=C(CCSc1ccccc1)NC1CCCCCC1
→ -3 | -13 | -14 | 1.1 | 2 | -10 | -6 | 3 | -1.3
46. COC(=O)C1CCN(C(=O)/C(C)=C\c2ccccc2)CC1
→ 17 | 3 | 29 | 2.6 | 2 | 11 | 8 | 0 | 0.3
47. CC(C)(C)CC(=O)NC(=S)N1CCCCCC1
→ 24 | 12 | 69* | -1.7 | -1 | -7 | -2 | -1 | -1.9
48. COc1ccc(NC(=O)CSc2nnc(C)n2Cc2ccccc2)cc1
→ 18 | -29 | 34 | -0.2 | 3 | -4 | -8 | -5 | 2.0
49. CC(C)(O)C#Cc1ccc(C(=O)NCc2cccs2)s1
→ 5 | -13 | 28 | -0.3 | -2 | -10 | 5 | 1 | -3.3
50. CN(CC(=O)NCCCN1CCOCC1)S(=O)(=O)c1cc(Cl)ccc1Cl
→ 1 | 6 | -20 | 0.9 | 2 | 12 | -5 | nt | -1.3
51. Nc1cc2c(cc1[N+](=O)[O-])OCCOCCOCCO2
→ -3 | -15 | 49 | 0.2 | 3 | 0 | -12 | 0 | -2.4
52. Cc1cc(C(F)(F)F)nn1CC(=O)NNC(=S)Nc1cccc(Cl)c1
→ -8 | 4 | 1 | -4.8 | 3 | -8 | 5 | 0 | -1.5
53. CCC(c1c(C)n(C)n(-c2ccccc2)c1=O)c1c(C)n(C)n(-c2ccccc2)c1=O
→ -2 | -10 | -7 | 36* | -5 | 4 | -9 | 0 | 39*
54. O=C(c1cc2nc(-c3ccco3)cc(C(F)(F)F)n2n1)N1CCCCCC1
→ 18 | -5 | 31 | 2.8 | 5 | 1 | -6 | -2 | -2.2
55. COc1ccc(C(=O)CN2C(=O)NC3(CCCCC3)C2=O)cc1OC
→ 14 | 1 | 28 | -4.2 | 6 | -5 | 2 | 0 | -4.3
56. COc1ccc(OC)c(NC(=O)CCNC(=O)Cn2ccc3ccccc3c2=O)c1
→ 6 | -13 | 18 | -1.7 | -3 | -9 | 12 | -1 | -0.3
57. O=C1Nc2ccccc2S/C1=C/Nc1cccc(Cl)c1
→ 18 | -5 | 26 | 7.8* | 5 | -10 | 22 | 3 | -1.9
58. O=C1C2=C(Nc3ccccc3SC2c2ccco2)c2ccccc21 (configuration not stated)
→ 1 | -13 | -2 | -1.4 | 5 | 9 | 12 | 3 | -0.6
59. O=C(O)c1ccc(N/N=C/C=C/c2ccccc2)cc1
→ nt | -3 | 33 | -2.5 | 8 | -5 | 11 | -11 | -3.0
60. Cc1cc2oc(=O)cc(Cn3nnc(-c4ccc(Cl)cc4)n3)c2cc1C(C)C
→ 32 | 0 | 8 | -0.2 | nt | 1 | 0 | -2 | -0.5
61. CC12CCC(=O)N1C(C(=O)N1CCN(c3ccc(C(F)(F)F)cc3[N+](=O)[O-])CC1)CS2 (configuration not stated)
→ 5 | -17 | -25 | 0.5 | 5 | -8 | -13 | -1 | 0.0
62. Nc1ccccc1C(=O)NNc1c2ccccc2nc2ccccc12
→ 22 | -6 | 28 | -2.9 | 2 | 9 | 4 | -2 | -2.7
